Myeloid diff 2 – induction of myeloid progenitor differentiation, primary screen, cell-based, flow cytometry, MLPCN library | 360,000 compounds, 1% hits | calls only at 10 µM | ER-HoxA9 myeloid progenitors, lysozyme-GFP differentiation;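 active = normalized GFP-positive differentiation at or above the plate's own cutoff, the solvent-only control mean plus 3 SD; inconclusive = no clear call, values can overlap the other calls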;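 also: cells exposed to compound for four days before flow analysis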
HEK293 NOD2/NF-kB – NOD2 signaling inhibitors, cell-based, luminescence, uHTS, HEK293 (AID 1566). HEK293 NOD2/NF-kB luciferase reporter, luminescence; higher % means a stronger effect. inhibition, % at 4 µM; hits with a dose series show EC50 in µM. 290,000 compounds, 0.63% hits; also: many of its hits are not listed in these tables
GPR55 LPI antagonism – GPR55 antagonists blocking LPI-driven arrestin recruitment, primary screen, imaging, U2OS, beta-arrestin-GFP, LPI agonist (AID 2013) | 290,000 compounds, 0.13% hits | inhibition, % at 10 µM; hits with a dose series show IC50 in µM | G-protein coupled receptor 55 (Homo sapiens) | U2OS GPR55 beta-arrestin-GFP translocation imaging, LPI antagonism; higher % means a stronger effect;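 active = spots per cell inhibited over 60%, with over 100 cells counted and total cytoplasm intensity under 500,000; inconclusive = wells with under 100 cells, flagged as likely toxic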;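 also: U2OS cells stably carrying GPR55 and arrestin-GFP stimulated by 5 µM LPI near EC80; imaged beta-arrestin-GFP aggregate spots per cell after agonist stimulation; plate controls were LPI-stimulated DMSO wells for no effect and DMSO wells without LPI for full effect; some results filed as inactive read as strong as hits; confirmed hits need IC50 under 10 µM and bright autofluorescent wells are also inconclusive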
NTR1 ag – agonists of NTR1, primary screen, imaging, U2OS cells, beta-arrestin-GFP, high content (AID 493036) | activation, % at 20 µM | 330,000 compounds, 0.17% hits | Neurotensin receptor type 1 (Homo sapiens), P30989 | NTR1-U2OS beta-arrestin-GFP spot imaging, agonist mode;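 active = activation at or above 40% of the spot to cytoplasm intensity ratio, with at least 20 cells analyzed; inconclusive = wells under 20 cells, flagged as cytotoxic or low count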;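 also: 0% = DMSO without peptide and 100% = 100 nM NTR1 peptide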
Target sequence (P30989 whole entry, looked up): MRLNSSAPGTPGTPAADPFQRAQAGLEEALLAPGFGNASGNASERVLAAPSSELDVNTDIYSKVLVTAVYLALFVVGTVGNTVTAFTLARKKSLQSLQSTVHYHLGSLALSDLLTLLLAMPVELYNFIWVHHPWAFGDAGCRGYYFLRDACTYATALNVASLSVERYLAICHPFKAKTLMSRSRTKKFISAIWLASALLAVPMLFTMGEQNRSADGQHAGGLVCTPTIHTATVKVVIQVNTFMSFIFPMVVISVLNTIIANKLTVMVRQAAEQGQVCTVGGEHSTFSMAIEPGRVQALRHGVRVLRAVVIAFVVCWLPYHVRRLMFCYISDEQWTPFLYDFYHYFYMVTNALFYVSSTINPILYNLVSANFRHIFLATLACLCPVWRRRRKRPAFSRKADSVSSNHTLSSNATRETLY
T cell HTS – modulators of CD8 T cell-vesicle binding, primary screen, mouse 2C CD8+ T cells, flow cytometry | 2C CD8+ T cell-vesicle binding; hits give low values | calls only at 7 µM | 330,000 compounds, 0.068% hits;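 active = response, share of CD8 T cells binding vesicles, and their 90th percentile fluorescence all below set limits, cut at about 80% in these data, passing the limit was not always enough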
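Benchmarks: naked versus QL9-loaded vesicles / Assay system: purified 2C TCR transgenic mouse naive CD8+ T cells / Technique: high-throughput flow cytometry with anti-B7-1 and anti-CD8 staining / Timing: Cell–vesicle co-incubation 1.5 h at 37 °C, staining 20 min on ice / Read-out: percent CD8+ FL2 mean versus row control / Probe or stimulus: QL9-loaded Drosophila micro-vesicles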
NOD1 inhibition – NOD1 signaling inhibitors, primary screen, cell-based, luminescence, uHTS (AID 1578) | NOD1-driven NF-kB luciferase reporter cells, luminescence; higher % means a stronger effect | inhibition, % at 4 µM, or EC50 in µM where a hit was titrated | 290,000 compounds, 1% hits; in the data active = inhibition mostly above about 36%, no sharp cut-off; inactive = mostly below about 34%;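 also: HEK-293T reporter cells stimulated with the NOD1 agonist gamma-tri-DAP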
KOR beta-arrestin-1 – KOR agonists, beta-arrestin recruitment, primary screen, cell-based, luminescence, uHTS (AID 1777) | 280,000 compounds, 0.02% hits | KOR beta-arrestin recruitment, luminescence; higher % means a stronger effect | activation, % at 10 µM; hits with a dose series show EC50 in µM; in the data active = activation above about 50%, passing the limit was not always enough; also: a part of the inactive calls stands beside numbers as strong as those of hits
GPR55 beta-arrestin – GPR55 agonists via beta-arrestin recruitment, primary screen, imaging, U2OS cells, beta-arrestin-GFP redistribution (AID 1961); G-protein coupled receptor 55 (Homo sapiens); U2OS GPR55 beta-arrestin-GFP redistribution imaging; higher % means a stronger effect; activation, % at 10 µM; hits with a dose series show EC50 in µM; 290,000 compounds, 0.048% hits;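 active = activation above 40% with more than 50 cells counted in the well; inconclusive = wells holding fewer than 50 cells, flagged as toxic or sparse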;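 also: U2OS osteosarcoma cells stably expressing GPR55 and beta-arrestin-GFP; plate controls were DMSO negative control for no effect and LPI positive control for full effect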
KOR beta-arrestin-2 – KOR antagonists, beta-arrestin recruitment, cell-based, luminescence, uHTS (AID 1778) | Kappa-type opioid receptor (Homo sapiens) | KOR beta-arrestin recruitment, luminescence, antagonist mode; higher % means a stronger effect | inhibition, % at 10 µM, or IC50 in µM where a hit was titrated | 290,000 compounds, 0.091% hits; also: strong numbers were not always called active
T cell HTS vesicle-bound % – second read-out of T cell HTS, no call of its own (marks repeat the call); double positive events, %; measured here: CD8+ vesicle-bound cell fraction;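 binding gate set so that unloaded-vesicle control wells show 10% double positive cells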
NTR1 ag cell count 20 µM – further read-out of NTR1 ag, marked with its call; cell count; measured here: cell count, cytotoxicity flag
Myeloid diff 2 GFP+ MAC1+ % – further read-out of Myeloid diff 2, marked with its call; GFP+ MAC1+ double positive, %; measured here: differentiation confirmed by MAC1 staining
The depositor's hits bear a star; i = inactive; ? = inconclusive; . = no result given; [ ] = another dose, or the depositor's remark. Rule as the data show it, unless noted: active = inhibition above about 50%; inactive = the rest. Not all compounds are listed. The share of hits here may be higher or lower than overall.

structure,Myeloid diff 2 GFP+ MAC1+ %,GPR55 LPI antagonism,NOD1 inhibition,Myeloid diff 2,KOR beta-arrestin-1,HEK293 NOD2/NF-kB,GPR55 beta-arrestin,KOR beta-arrestin-2,T cell HTS,T cell HTS vesicle-bound %,NTR1 ag,NTR1 ag cell count 20 µM
Cc1ccc(/C=N/NC(=O)CSc2nc3ccccc3o2)cc1,1.4,5%,-68%,i,2.4%,-79%,0.6%,3%,i,56,2.3,50
O=C(NCCCCCCCCCNC(=O)C(F)(F)F)C(F)(F)F,1.2,1%,-7%,i,0.8%,11%,0.0%,-14%,i,10,1.5,65
COCC(=O)NC(C)c1nc2ccccc2[nH]1 (stereo unspecified),0.3,6%,.,i,0.1%,-1%,-0.1%,-33%,i,43,-1.5,96
O=C(CSc1ncn[nH]1)Nc1ccccc1-c1ccccc1,0.4,-14%,-4%,i,-0.7%,14%,-0.1%,6%,i,27,5.2,57
COc1ccc(NC(=O)CN(C)C(=O)CCNS(=O)(=O)c2ccc(Br)cc2)cc1,1.1,3%,-18%,i,1.7%,6%,-0.1%,-2%,i,18,0.6,68
O=C(Cn1cnc(Cl)c1Cl)c1ccccc1,1.2,8%,-22%,i,-0.6%,9%,0.7%,-34%,i,28,-1.1,99
Cc1nnc(SCC(=O)Nc2ncc3c(n2)CC(C)(C)CC3=O)s1,1.0,-10%,5%,i,2.4%,17%,?,11%,i,36,-0.8,76
O=C(CCC1CCCCC1)Nc1ccc(S(=O)(=O)Nc2nccs2)cc1,0.3,12%,7%,i,20%,-19%,0.2%,-22%,i,26,3.1,40
CCN(CC)CCNC(=O)CN1C(=O)COc2ccc(S(=O)(=O)N3CCOCC3)cc21,.,3%,-14%,?,-0.7%,-6%,0.2%,0%,i,9,0.5,59
CSc1cccc(NC(=O)c2ccc(NC3=NC4CS(=O)(=O)CC4S3)cc2)c1 (stereo unspecified),2.9,-16%,-4%,i,-5.8%,12%,0.5%,0%[20 µM],i,26,-0.8,54
O=C(Cn1nnc(-c2ccccc2)n1)NCc1cccs1,9.5,17%,-27%,i,-4.1%,-4%,-0.2%,-9%,i,20,-0.8,53
COc1ccc(-c2nnn(CC(=O)Nc3sc4c(c3C#N)CCCC4)n2)cc1,0.8,21%,-42%,i,-2.6%,2%,-0.2%,-4%,i,25,0.9,82
COc1nc(N/N=C/c2cc3c(cc2Br)OCO3)nc(N2CCOCC2)n1,1.0,20%,-20%,i,-3.5%,-1%,-0.1%,4%,i,38,2.6,86
O=C(COC(=O)C1CCCCC1)Nc1ccc([N+](=O)[O-])cc1,1.8,8%,-14%,i,-3.7%,-12%,-0.2%,15%,i,30,-1.2,70
COc1cc(C(=O)N/N=C/c2ccc(OC(=O)c3ccccc3Cl)c(OC)c2)ccc1O,.,8%,-34%,?,-1.6%,-4%,0.3%,13%,i,58,24,69
CCOC(=O)C1(c2ccccc2)NC(c2ccccc2C)C2C(=O)N(c3ccc4c(c3)OCO4)C(=O)C21 (stereo unspecified),0.7,-14%,-23%,i,-2.0%,7%,0.6%,21%,i,15,-1.6,27
O=C(CN1CCN(c2ccccc2)CC1)Nc1ccccc1Sc1ccccc1,0.6,-1%,2%,i,8.2%,6%,-0.2%,-16%,i,46,13,39
CN(C)CCCN(C(=O)c1ccc(S(=O)(=O)N2CCCCCC2)cc1)c1nc2c(F)cccc2s1,1.4,26%,-35%,i,-6.4%,-1%,-0.1%,1%,i,23,0.7,58
Cn1c(N)c(C(=O)Nc2c(Cl)cccc2Cl)sc1=S,0.7,10%,-11%,i,-3.9%,3%,0.3%,21%,i,29,0.5,47
Cc1cc(C)c(S(=O)(=O)N2CCOC2CNC(=O)C(=O)NCc2ccncc2)c(C)c1 (stereo unspecified),.,8%,-12%,?,-1.5%,0%,-0.2%,-8%,i,19,-0.9,53

A few values from the entries so far:
`Cc1cc(C)c(S(=O)(=O)N2CCOC2CNC(=O)C(=O)NCc2ccncc2)c(C)c1` (stereo unspecified) @ KOR beta-arrestin-1: -1.5%
`COc1cc(C(=O)N/N=C/c2ccc(OC(=O)c3ccccc3Cl)c(OC)c2)ccc1O` @ T cell HTS vesicle-bound %: 58
`COc1ccc(-c2nnn(CC(=O)Nc3sc4c(c3C#N)CCCC4)n2)cc1` @ GPR55 beta-arrestin: -0.2%

Other results.
structure,Myeloid diff 2 GFP+ MAC1+ %,GPR55 LPI antagonism,NOD1 inhibition,Myeloid diff 2,KOR beta-arrestin-1,HEK293 NOD2/NF-kB,GPR55 beta-arrestin,KOR beta-arrestin-2,T cell HTS,T cell HTS vesicle-bound %,NTR1 ag,NTR1 ag cell count 20 µM
COc1cc(/C=N/NC(=S)NCC2CCCO2)cc(OC)c1OC (stereo unspecified),0.5,-6%,1%,i,4.5%,-20%,0.2%,-10%,i,36,1.9,50
CCOC(=O)c1sc2nc(C)nc(SCC(=O)N(CC)C3CCS(=O)(=O)C3)c2c1C (stereo unspecified),0.2,-5%,-23%,i,-1.9%,18%,0.1%,-28%,i,49,-0.5,78
O=C1CSC(c2cn(-c3ccccc3)nc2-c2cc3ccccc3o2)N1Cc1ccccc1 (stereo unspecified),0.6,-15%,-18%,i,2.8%,-13%,-0.2%,-39%,i,40,-0.4,98
COc1cccc(-c2csc(N3CCN(C(=S)Nc4ccccc4OC)CC3)n2)c1,1.8,3%,0%,i,3.0%,6%,-0.3%,24%,i,46,1.8,62
Cc1ccc(C(=O)N2CCOCC2)cc1S(=O)(=O)Nc1cccc(C)c1C,.,-10%,-36%,.,6.6%,-3%,0.4%,-53%,i,38,1.1,34
O=C(Nc1ccc(Cl)c(C(F)(F)F)c1)N1CCCC(O)C1 (stereo unspecified),1.2,-11%,-20%,i,6.9%,-12%,0.4%,-62%,i,48,0.3,49
CC(C)(C)c1ccc(OCC(=O)NNC(=O)c2cccnc2)cc1,0.2,15%,14%,i,.,-8%,-0.1%,4%[20 µM],i,50,0.9,39
CC1(C)Cc2c(sc(NC(=O)COc3ccc(Cl)cc3Cl)c2C(N)=O)C(C)(C)N1,.,13%,-30%,?,6.3%,11%,-0.1%,-24%,i,72,3.0,45
CCN(Cc1ccncc1)Cc1cn[nH]c1-c1ccc(OC)cc1F,0.2,-5%,-14%,i,.,21%,-0.2%,-16%,i,26,0.8,60
O=C(/C=C/c1ccco1)NC(=S)Nc1ccccc1N1CCOCC1,1.0,4.6µM*,18%,i,3.5%,13%,-0.1%,-4%,i,46,4.9,75
O=C(CN1C(=O)C2C3C=CC(C4CC34)C2C1=O)Nc1cccc2ncccc12 (stereo unspecified),0.2,4%,-20%,i,-3.3%,12%,0.2%,-13%[20 µM],i,43,-2.0,75
COc1ccc(CNC(=O)C2CCCN(S(=O)(=O)N3CC(C)CC(C)C3)C2)c(OC)c1 (stereo unspecified),3.9,8%,-14%,i,12%,12%,-0.1%,-66%,i,27,0.1,49
Cc1ccccc1CN1CCN(S(=O)(=O)c2cccs2)CC1,0.5,-12%,-3%,i,-3.5%,-10%,0.5%,1%[20 µM],i,59,5.4,46
O=C(CN(CC1CCCO1)C(=O)CNS(=O)(=O)c1ccc(F)cc1)NC1CCCC1 (stereo unspecified),0.4,-2%,-20%,i,1.1%,13%,-0.2%,45%,i,55,-1.0,46
NNC(=O)Cn1c(SCc2ccccc2)nc2ccccc21,0.6,-5%,-8%,i,.,5%,0.0%,.,i,54,0.4,74
O=C(NCc1ccccc1)NS(=O)(=O)c1ccccc1Cl,1.0,-3%,-22%,i,-0.2%,-1%,0.6%,-34%,i,23,1.3,83
Clc1ccc(OCCCNCc2ccccc2)c(Br)c1,5.0,31%,20%,i,4.1%,-8%,0.3%,-27%,i,53,25,69
Cc1ccccc1Nc1c(-c2ccc(N3CCOCC3)cc2)nc2cnccn12,0.0,4%,-4%,i,1.3%,-20%,0.3%,24%,i,40,-0.2,57
CCOc1ccc2[nH]c(=O)c(CN(CCCN3CCOCC3)Cc3nnnn3Cc3ccc(OC)cc3)cc2c1,0.8,8%,-31%,i,1.1%,7%,0.5%,8%,i,51,1.0,44
CCCCC(=NCCc1c(C)[nH]c2ccc(OC)cc12)C1=C(O)CC(c2ccccc2)CC1=O (stereo unspecified),.,-20%,-6%,?,-1.1%,8%,0.6%,-74%,i,26,5.3,62

Looked up one by one from the entries so far:
structure,Myeloid diff 2 GFP+ MAC1+ %,GPR55 LPI antagonism,NOD1 inhibition,Myeloid diff 2,KOR beta-arrestin-1,HEK293 NOD2/NF-kB,GPR55 beta-arrestin,KOR beta-arrestin-2,T cell HTS,T cell HTS vesicle-bound %,NTR1 ag,NTR1 ag cell count 20 µM
CCOc1ccc2[nH]c(=O)c(CN(CCCN3CCOCC3)Cc3nnnn3Cc3ccc(OC)cc3)cc2c1,0.8,8%,-31%,i,1.1%,7%,0.5%,8%,i,51,1.0,44
CCCCC(=NCCc1c(C)[nH]c2ccc(OC)cc12)C1=C(O)CC(c2ccccc2)CC1=O (stereo unspecified),.,-20%,-6%,?,-1.1%,8%,0.6%,-74%,i,26,5.3,62
